Menin-MLL TR inh = displaces Texas Red mutant MLL peptide from human menin | O00255 | Menin + Texas Red MLL mutant peptide, fluorescence polarization | Potency, µM (top dose mostly 61.6 µM), for the others: at the top dose FP activity change, negative = inhibition, usual class: inhibitors | 270,000 tested, 0.23% active; active = well fitted inhibition curve with a large enough effect in the polarisation, with a control signal flat, not every such curve was filed as active; inconclusive = small, poorly fitted or top-dose-only effect, or effect the other way, or a change in a side signal; inactive = no such curve, though single readings can be large or run the other way; the % refers to the polarisation; note: potency is the fitted concentration of half-maximal effect; % of control where 0% means no effect; many of its hits are not listed in these tables
KCNH2 3.1 block = inhibitors of human KCNH2 3.1 potassium channel isoform; U2OS KCNH2 3.1, thallium flux FluxOr; hits give low values; activity change, % (tested at about 1.8 µM); 340,000 tested, 0.95% active; AID 720553;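 active = maximum activity change below -70%; inconclusive = maximum activity change from -70% to -50%; inactive = maximum activity change above -50%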;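 note: thallium influx rate constant from kinetic fluorescence after stimulation buffer; % is set by controls: 0 for no effect and ±100 for the full control effect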
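Measured as rate of thallium-driven FluxOr signal in transduced U2OS cells carrying the 3.1 channel, read kinetically for 2 min upon stimulation; values are rate constants scaled to DMSO control wells.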
Rab9 promoter act = Rab9 promoter activation; Potency, µM (doses to about 9.22 µM), for the others: at the top dose activation, negative = inhibition, actives largely listed as activators; AID 485297; 320,000 tested, 2.8% active; Huh7 Rab9 promoter-luciferase reporter, luminescence, 24 h; note: potency is the fitted concentration of half-maximal effect; % of control where 0% means no effect; nearly all actives have a fitted effect of over 60% in size
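Luminescence from Amplite-detected luciferase (10 minutes, ambient) reports Rab9 promoter activation. Before that, stable Rab9-luciferase Huh7 cells (1500/well, reduced-serum OP-MEM I plus 10% FBS) were exposed to compound for 24 hours at 37C.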
MBNL1-CUG inh = MBNL1-poly(CUG) RNA binding inhibition; Q9NR56; TR-FRET MBNL1-His/biotin-(CUG)12 binding, 665/545 ratio; Potency, µM (top dose mostly 57.5 µM), for inactives: at the highest dose activity change, negative = inhibition, usual class: inhibitors; 280,000 tested, 0.036% active; AID 2675; active = well fitted inhibition curve with a large enough effect in the signal ratio, with a control signal flat, not every such curve was filed as active; inconclusive = small, poorly fitted or top-dose-only effect, or effect the other way, or a change in a side signal; inactive = no such curve, though single readings can be large or run the other way; the % refers to the signal ratio; note: potency is the fitted concentration of half-maximal effect; % is set by controls: 0 for no effect and ±100 for the full control effect
Target sequence (Q9NR56 whole entry, looked up): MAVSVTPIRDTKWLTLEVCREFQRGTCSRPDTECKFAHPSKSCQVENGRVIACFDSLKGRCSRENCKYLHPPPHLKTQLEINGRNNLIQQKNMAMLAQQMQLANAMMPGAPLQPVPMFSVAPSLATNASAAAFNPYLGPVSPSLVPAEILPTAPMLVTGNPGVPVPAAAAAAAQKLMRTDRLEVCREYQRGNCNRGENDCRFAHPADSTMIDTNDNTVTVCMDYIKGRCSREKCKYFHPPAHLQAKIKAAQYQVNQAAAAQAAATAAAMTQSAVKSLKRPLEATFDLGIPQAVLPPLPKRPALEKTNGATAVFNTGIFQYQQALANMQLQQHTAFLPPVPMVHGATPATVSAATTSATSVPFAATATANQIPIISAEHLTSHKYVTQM
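TR-FRET readout: Ex 340 nm, 665/545 nm emission ratio, normalized to buffer-only (basal) and MBNL1-(CUG)12 controls. Complex of MBNL1-His with Biotin-(CUG)12, compounds 92 nM–58 uM, incubated 60 min at room temperature.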
FLuc counter = firefly luciferase modulation, counter-screen for miR-21 project. Potency, µM (highest dose often 57.5 µM), for inactives: at the top dose activity change, negative = inhibition, actives largely listed as inhibitors. purified FLuc, Km substrates, luminescence inhibition. 360,000 tested, 6.9% active. P08659. AID 588342;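 note: potency is the fitted concentration of half-maximal effect; plate controls were vehicle for no effect and reference inhibitor for full effect; nearly all actives have a fitted effect of over 55% in size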
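Purified P. pyralis luciferase (10nM final) with 10uM D-luciferin and 10uM ATP (Km levels) in 50mM Tris acetate pH 7.5, 10mM Mg acetate, 0.01% Tween-20, 0.05% BSA; qHTS 6-point titration, ~60 µM downward; luminescence read.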
VP16 counter = counter-screen for ROR gamma inhibitors: Gal4-VP16 reporter | Drosophila S2 Gal4-VP16 UAS-luciferase, luminescence, 20 h | Potency, µM (highest dose often 53.6 µM), inactives show at the highest dose activity, negative = inhibition, usual class: inhibitors | 310,000 tested, 3.5% active | AID 2546;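 note: Gal4-VP16 expression switched on by copper sulfate through the metallothionein promoter; potency is the fitted concentration of half-maximal effect; % is set by controls: 0 for no effect and ±100 for the full control effect; nearly all actives have a fitted effect of over 50% in size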
ELG1 repair inh = blocks ELG1-dependent DNA repair in HEK293T cells; HEK293T ELG1-luciferase reporter, luminescence, 16 h; DNA damage induced by 5-fluorouridine; Potency, µM (titrated, usually from 46.1 µM), without a hit: at the highest dose activity change, negative = inhibition, most hits filed as inhibitors; 330,000 tested, 2.3% active; note: potency is the fitted concentration of half-maximal effect; % is set by controls: 0 for no effect and ±100 for the full control effect; nearly all actives have a fitted effect of over 55% in size
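Luminescence from the luciferase reporter, measured 30 min after ONE-Glo reagent at room temperature, was the read-out. Beforehand, 2,000 cells per well were exposed for 16 hr at 37 °C to 5-fluorouridine together with compound or vehicle.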
RORg inh = blocks mouse ROR gamma transcriptional activity | AID 2551 | Drosophila S2 Gal4-RORgamma UAS-luciferase reporter, 20 h | Potency, µM (titrated, usually from 53.6 µM), inactives show at the highest dose activity change, negative = inhibition, actives largely listed as inhibitors | 310,000 tested, 5.4% active | P51450; note: potency is the fitted concentration of half-maximal effect; % is set by controls: 0 for no effect and ±100 for the full control effect; nearly all actives have a fitted effect of over 60% in size
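In this cell-based reporter format, copper sulfate (700 uM final) drives Gal4–ROR gamma fusion expression from a metallothionein promoter in Drosophila Schneider cells; compounds preincubated 1 hr, reporter read after 20 hr at ambient temperature.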
PKM2 activator = activators of human pyruvate kinase M2 | P14618 | purified PKM2, Kinase-Glo ATP luminescence, activation; response scale: 0% is enzyme alone, no compound | Potency, µM (doses to about 57.5 µM), inactives show top-dose activation, hits mostly activators | 260,000 tested, 0.34% active; note: potency is the fitted concentration of half-maximal effect; % is set by controls: 0 for no effect and ±100 for the full control effect; nearly all actives have a fitted effect of over 55% in size
Target sequence (P14618 whole entry, looked up): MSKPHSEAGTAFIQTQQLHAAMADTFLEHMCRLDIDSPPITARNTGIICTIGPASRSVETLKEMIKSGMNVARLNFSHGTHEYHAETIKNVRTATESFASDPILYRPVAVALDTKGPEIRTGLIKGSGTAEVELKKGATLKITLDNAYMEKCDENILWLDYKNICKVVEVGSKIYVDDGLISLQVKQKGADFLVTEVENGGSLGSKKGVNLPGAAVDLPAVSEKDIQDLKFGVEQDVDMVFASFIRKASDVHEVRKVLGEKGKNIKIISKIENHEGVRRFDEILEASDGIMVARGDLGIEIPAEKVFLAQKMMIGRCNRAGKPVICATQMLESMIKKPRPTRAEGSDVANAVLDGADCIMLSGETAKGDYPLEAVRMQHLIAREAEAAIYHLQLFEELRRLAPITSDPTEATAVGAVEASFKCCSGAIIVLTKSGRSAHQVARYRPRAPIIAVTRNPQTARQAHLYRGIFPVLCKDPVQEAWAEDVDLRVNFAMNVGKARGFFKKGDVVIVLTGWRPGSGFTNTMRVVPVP
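Kinase-Glo luminescence reports ATP generated from ADP (0.1 mM) and PEP (0.5 mM) by purified hPK-M2 after 1 h at room temperature, pH 7.2 imidazole buffer; intermediate enzyme activity allows detecting inhibitors and activators.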
Mito fusion yeast = mitochondrial division inhibition or fusion activation | 320,000 tested, 0.23% active | S. cerevisiae fusion-defective mutant growth rescue, CellTiterGlo 48 h | Potency, µM (titrated, usually from 46.1 µM), for the others: at the top dose growth rescue (activation), usual class: activators;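 note: potency is the fitted concentration of half-maximal effect; % of control where 0% means no effect; nearly all actives have a fitted effect of over 45% in size; temperature-sensitive fusion mutants such as fzo1-1 at 37 °C on non-fermentable ethanol glycerol medium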
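S. cerevisiae fusion-defective temperature-sensitive mutants (e.g. fzo1-1, mgm1-5) grown 48 h at 37C in YPEG (ethanol/glycerol non-fermentable) medium with 23 nl compound per well; growth rescue read as CellTiterGlo luminescence.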
NPC1 prom act = NPC1 promoter activation. Huh7 NPC1 promoter luciferase reporter, 24 h. Potency, µM (titrated, usually from 9.22 µM), for inactives: at the top dose activation, most hits filed as activators. 320,000 tested, 2.4% active;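 note: potency is the fitted concentration of half-maximal effect; % of control where 0% means no effect; nearly all actives have a fitted effect of over 60% in size; reporter is driven by a mutant NPC1 promoter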
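Luminescence from an NPC1 promoter-driven luciferase reporter in stably transfected Huh7 cells was measured after 24 h compound treatment at 37 °C, followed by 10 min ambient incubation with luciferase detection reagent.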
Active calls of the source: *; ? = inconclusive; / = no result given; & = joins results of further samples; [ ] = remark or other dose. Unless noted, calls come from the whole dose curve; as a rule, active = well fitted curve in the direction sought with a large enough effect; inconclusive = small, poorly fitted or top-dose-only effect, or another doubt; inactive = no such curve, though single readings can be large; an effect the other way counts as inactive or inconclusive. The list is partial (hit frequency here may not be typical).

SMILES	Menin-MLL TR inh	KCNH2 3.1 block	Rab9 promoter act	MBNL1-CUG inh	FLuc counter	VP16 counter	ELG1 repair inh	RORg inh	PKM2 activator	Mito fusion yeast	NPC1 prom act
O=[N+]([O-])c1cc([N+](=O)[O-])c2cccnc2c1Oc1ccccc1O	?	-15	-27%	?	1%	?	-20%	18µM*	18%	-8%	-21%
Cc1cc(/C=N/NC(=O)Cn2c3ccccc3c(=O)c3ccccc32)c(C)n1-c1ccc(Cl)cc1	-8%	7	1%	23%	-4%	0%	-10%	-17%	-6%	-12%	-4%
CN(CCO)c1cc(N2CCCCC2)c2nonc2c1[N+](=O)[O-]	5%	/	1%	?	-8%	7%	-5%	-7%	-5%	1%	-3%
O=C(COC(=O)CCC(=O)c1ccc(Cl)cc1)NC1CC1	-7%	-7	3%	-1%	0%	0%	10%	30%	/	-4%	0%
CCCc1cc(=O)oc2cc(C)cc(O)c12	6%	3	3%	38%[activator]	-13%	-12%	-19%	38%	-2%	11%	7%
O=C(CNC(=O)c1ccc(Br)o1)NNC(=O)c1ccccc1F	/	-13	4%	5%	1%	6%	18%	?	-1%	-5%	-2%
Cc1cc(C)n(CC(O)COc2ccccc2)n1 (stereo unspecified)	3%	-3	-5%	-6%	4%	-4%	5%	9%	0%	1%	0%
COc1cccc2cc(CC(=O)c3cc(C)ccc3C)c(=O)oc12	-8%	6	23%	7%	15µM*	28%	-1%	32%	/	5%	25%
CSc1sccc1/C=C(/C#N)C(=O)c1ccco1	6%	-10	12%	-5%	15µM*	3%	?	30%	/	-5%	19%
CC1CCCCC1NC(=O)COC(=O)C12CC3CC(CC(Cl)(C3)C1)C2 (stereo unspecified)	-15%	5	-2%	2%	0%	3%	-5%	-14%	6%	3%	-1%
C=CCNC(=O)CC(=O)N/N=C/c1cccs1	8%	3	-4%	7%	-1%	3%	3%	-2%	-9%	3%	2%
NCCNS(=O)(=O)c1cccc2c(Cl)cccc12	-29%	/	-13%[46.1 µM]	/	/	7%&-2%&-5%	/	-4%&7%&-10%	/	-11%	-3%[46.1 µM]
CN(C)c1nc(N)ncc1-c1ccc(Oc2ccccc2)cc1	20%	?	-3%	28%	-1%	-4%	3%	-12%	/	-21%	-1%
C#CCOCCOCCOCCNc1nc(N2CCN(C(=O)CCCCCCCCCCNC(=O)[C@H]([C@@H](C)CC)n3cc(CCCCCN)nn3)CC2)nc(N2CCN(C(=O)CCCCCCCCCCNC(=O)[C@H](CO)n3cc(CCCCCN)nn3)CC2)n1	/	1	-3%	/	-1%	/	?	/	/	-7%	-2%
CCC(Sc1ncccc1C(=O)OC(C)C)C(=O)NCc1ccco1 (stereo unspecified)	-5%	-14	-3%	0%	-6%	19%	-20%	-11%	-3%	1%	-2%
O=C1CCC(=O)N1c1ccc(NCc2ccccc2Cl)c([N+](=O)[O-])c1	-9%	10	-9%	?	4%	0%	-17%	3%	2%	6%	1%
O=C(c1ccco1)N1CCN(C2CCCC2)CC1	5%	-26	0%	?	2%	-6%	9%	21%	-7%	2%	-4%
Cn1cnc(C(=O)N2CCN(c3ccccc3)CC2)c1C(=O)N1CCN(c2ccccc2)CC1	/	5	0%	/	8%	/	-18%	/	/	-4%	1%
C=CCN(CC(=O)NCc1ccc(F)cc1)C(=O)c1csnn1	3%	-4	-3%	15%	3%	6%	2%	-8%	0%	-6%	-2%
O=C(NC(=S)N1CCN(C/C=C/c2ccccc2)CC1)c1ccco1	0%	7	-3%	-5%	3%	4µM*	-18%	1.1µM*	2%	-9%	-1%
CC1CCCCN1C(=O)CSc1nnc(-c2ccc(Cl)s2)o1 (stereo unspecified)	4%	2	?	45%[activator]	?	-16%	?	22%	3%	21%	?
COc1ccccc1CN(Cc1cc2cc(C)ccc2[nH]c1=O)Cc1nnnn1Cc1ccco1	3%	1	-6%	14%	-7%	5%	?	?	-4%	12%	0%
Cc1ccc(-c2nc(N)sc2CC(=O)OCC(=O)NC2CCCC(C)C2C)cc1 (stereo unspecified)	-9%	1	1%	20%	-2%	-3%	-3%	-13%	19%	-2%	2%
O=c1c(Cc2c(F)cccc2Cl)c(O)ccn1CC1CCCO1 (stereo unspecified)	4%	-6	1%	-6%	1%	-1%	8%	25%	0%	-3%	-8%
CN(C)c1ccc(NC(=O)COC(=O)c2cc(=O)c3ccccc3o2)cc1	-7%	2	0%	3%	3%	2%	5%	2%	5%	-4%	2%
COc1ccc(NC(=O)CSc2nc3ccccc3nc2N2CCCC2)cc1Cl	13%	-26	0%	13%	1%	7%	-1%	-34%	-1%	-5%	-4%
CCOC(=O)c1cc(CN2CCOCC2)oc1-c1ccccc1	-7%	12	3%	-3%	4%	-22%	1%	-10%[10 µM]	10%	7%	2%
O=C(O)c1ccc(N/N=C/C(Br)=C/c2ccccc2)cc1	/	7	0.32µM*	17%	0.48µM*	10µM*	?	8.9µM*	1%	-3%	0.35µM*
COCc1cc(=O)n2[nH]c(-c3cccs3)cc2n1	/	1	-3%	?	?	7%	?	16%	-3%	2%	-1%
O=C(CCc1nc2ccccc2[nH]c1=O)N/N=C/c1ccccc1	-6%	2	3%	0%	0%	-1%	17%	-3%	-6%	-1%	-6%
CC1CCCCC1NC(=O)c1ccc(CNc2c(N3CCCC3)c(=O)c2=O)cc1 (stereo unspecified)	5%	-6	1%	5%	8%	-1%	11%	12%	-1%	-4%	-6%
COc1ccccc1CC(=O)Nc1cc(OC)c(NC(=O)c2ccccc2)cc1OC	7%	-5	0%	2%	-7%	-29%	16µM*	?	-4%	-2%	0%
COc1ccc2c(c1)SCC(=O)N2C	-9%	0	2%	-10%	1%	1%	?	-3%	-3%	3%	-6%
CC(=O)Nc1cccc(OCc2c(F)cccc2Cl)c1	7%	-18	3%	-13%	?	?	?	-18%	0%	7%	-5%
COC(=O)[C@]1(Cc2ccccc2)N[C@H](c2ccc(-c3ccccc3)cc2)[C@@H]2C(=O)N(C)C(=O)[C@@H]21	/	5	-4%	/	3%	/	-21%	/	/	?	-4%
CSCCOC(=O)C1=C(C)NC(=O)NC1c1ccc2c(c1)OCO2 (stereo unspecified)	-9%	-5	-2%	-7%	3%	8%	-13%	-13%	4%	2%	-1%
O=C(CSc1nc2cc(Cl)ccc2s1)NC(=O)NCc1ccco1	-2%	-9	5%	-1%	-1%	-17%	18%	?	-7%	0%	7%
COc1ccc(S(=O)(=O)N2CCCCC2)cc1NC(=O)CNc1ccccc1C(C)=O	/	-6	-3%	/	2%	/	?	/	/	9%	-1%
CN(C)c1ccc(/C=N/NC(=O)C2CC2c2ccccc2)cc1 (stereo unspecified)	1%	9	1%	?	?	2%	3%	0%	-4%	-2%	-7%
Cc1cccc(C)c1N1C(=O)c2ccccc2C1=O	-1%[11.7 µM]	-3	-11%	-8%	-1%	4%	-6%	-2%	-5%	9%	1%
COc1ccc(-n2ccc3ccccc32)cc1	3%	17	-2%[1.84 µM]	-5%	24µM*	3%	17%	35%	/	-10%	-7%
CC1CCCC(CC(=O)O)(CC(=O)O)C1 (stereo unspecified)	-14%	-1	-1%	2%	-2%	-2%	8%	24%	-2%	2%	-9%
CCCCNC(=O)c1c[nH]c2ccc(S(=O)(=O)N3CCOCC3)cc2c1=O	4%	-28	0%	-2%	0%	-10%	-9%	22%	2%	-4%	-10%
O=C(NCC1CCCO1)c1ccc(NC(=O)c2cc(F)c(F)cc2Cl)cc1 (stereo unspecified)	-23%	-11	14%	-10%	-2%	2%	?	?	-6%	0%	1%
O=C(Nc1nc2c(Cl)ccc(Cl)c2s1)c1ccco1	?	22	-23%	1%	?	-1%	9%	20%	-4%	-2%	-8%
Cc1ccc(S(=O)(=O)N(CC(=O)N2CCC(C)CC2)c2ccccc2)cc1	?	2	-21%	10%	4%	?	0%	20%	2%	14%	-6%
O=C(O)c1ccc(N=Nc2c(O)[nH]c3ccc(Br)cc23)cc1	1%	1	?	0%	11µM*	10%	?	?	/	14%	1.3µM*
CCn1c(SCC(=O)Nc2cccc(NC(=O)c3cccs3)c2)nnc1-c1ccncc1	5%	-2	4%	-10%	?	1%	18µM*	36%	-1%	-2%	-3%
